SK-BR-3 tox 24h – SK-BR-3 proliferation inhibitors. 41,000 tested, 0.47% active. viability, % at 10 µM. SK-BR-3 viability, CellTiter-Glo ATP luminescence, 24 h; active compounds read low;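 active means viability at or below the median of all test compounds minus 3 SD, in both replicates if run twice, cut at about 45% in these data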;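 further: 100% = median untreated cell wells and 0% = median positive control drug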
An asterisk follows results filed as active. This is a subset (hit frequency here may not be typical).

SMILES | SK-BR-3 tox 24h
Cc1ccc(-c2nnc(SCC(=O)N3CCCC3)o2)cc1 | 95
CCOC(=O)c1ccc(N2C(=O)CC(N3CCN(C(=O)c4ccco4)CC3)C2=O)cc1 (configuration not stated) | 94
Cc1ccccc1C(=O)NC1CCN(Cc2nnnn2Cc2ccccc2)CC1 | 102
O=C(NCC(c1cccnc1)N1CCN(c2ccc(F)cc2)CC1)C1CCCCC1 (configuration not stated) | 94
Cc1cnn(C(=S)NCc2ccc(Cl)cc2)c1 | 94
O=C(O)CSc1ccc2ccccc2n1 | 73
CCC(C)Nc1nc(OC)nc(N(C)C#N)n1 (configuration not stated) | 87
O=C(CCCNS(=O)(=O)c1cccc2nsnc12)NCc1ccc(F)cc1 | 81
COC(=O)[C@@H]1C2CCC(C(=O)Nc3ccccc3)(CC2)[C@@H]1C(=O)OC | 89
CCCCn1c(CN2CCN(CCO)CC2)nc2ccccc21 | 94
CCCSc1nc2c(c(=O)n1-c1ccc(OCC)cc1)SCC2 | 92
O=C(CSc1ncn[nH]1)c1ccc2c(c1)OCO2 | 73
COc1ccc(OC)c(NS(=O)(=O)c2ccc(N3CCCC3=O)cc2)c1 | 70
CCOC(=O)C(C(=O)OCC)c1cc(Br)c2noc3c2c1C(=O)c1ccccc1-3 | 26*
COC(=O)c1ccc(Cl)c(NS(=O)(=O)c2ccc3c(c2)OCCO3)c1 | 90

Compounds listed so far that contain a Cl atom, in the order listed:
SMILES | SK-BR-3 tox 24h
Cc1cnn(C(=S)NCc2ccc(Cl)cc2)c1 | 94
COC(=O)c1ccc(Cl)c(NS(=O)(=O)c2ccc3c(c2)OCCO3)c1 | 90

Further compounds.
SMILES | SK-BR-3 tox 24h
CN(C)c1ccc(C(=O)c2ccc(N(C)C)c(N)c2)cc1N | 79
CC1CCCN(S(=O)(=O)c2ccc(Br)s2)C1 (configuration not stated) | 72
c1ccc(SCCOCCn2cncn2)cc1 | 91
Brc1cc2c(cc1COc1ccc(-c3nn[nH]n3)cc1)OCO2 | 97
COC(=O)c1[nH]c2ccc(Cl)cc2c1NC(=O)CCN1CCN(C2CCCCC2)CC1 | 71
CN(C)S(=O)(=O)c1ccc(C(=O)Nc2ccc(CCC(=O)N3CCCC3)cc2)cc1 | 79
CCCCOc1ccc(C(=O)O)cc1 | 106
COc1ccccc1N=c1oc2cc(O)ccc2cc1C(=O)NCC1CCCO1 (configuration not stated) | 76
CCCCOC(=O)C(C#N)c1nc2ccccc2nc1N1CCOCC1 (configuration not stated) | 68
CC(=O)ON1C(C)(C)CC(OC(=O)c2ccccc2)CC1(C)C | 78
CCOc1ccc(S(=O)(=O)N(C)CCO)cc1-c1nc2c(C(C)(C)C)nn(C)c2c(=O)[nH]1 | 115
COC(=O)[C@H](C)NC(=O)Nc1ccc(OC(F)(F)F)cc1 | 93
CCOC(=O)CSc1nc2ccccc2c(=O)n1C1CCCC1 | 95
CCCCn1c(=O)n(CC(=O)Nc2c(CC)cccc2CC)c(=O)c2c1nc(CO)n2CCC | 97
CN(CC(=O)NCc1ccc(Cl)cc1)S(=O)(=O)c1cccc2nsnc12 | 73

4 entries from above in a different format:
CN(CC(=O)NCc1ccc(Cl)cc1)S(=O)(=O)c1cccc2nsnc12
  SK-BR-3 tox 24h: 73

COC(=O)c1[nH]c2ccc(Cl)cc2c1NC(=O)CCN1CCN(C2CCCCC2)CC1
  SK-BR-3 tox 24h: 71

CC1CCCN(S(=O)(=O)c2ccc(Br)s2)C1 (configuration not stated)
  SK-BR-3 tox 24h: 72

CCOc1ccc(S(=O)(=O)N(C)CCO)cc1-c1nc2c(C(C)(C)C)nn(C)c2c(=O)[nH]1
  SK-BR-3 tox 24h: 115

7 entries drawn at random from the list so far, as already listed:
SMILES | SK-BR-3 tox 24h
CN(C)S(=O)(=O)c1ccc(C(=O)Nc2ccc(CCC(=O)N3CCCC3)cc2)cc1 | 79
CC1CCCN(S(=O)(=O)c2ccc(Br)s2)C1 (configuration not stated) | 72
c1ccc(SCCOCCn2cncn2)cc1 | 91
CC(=O)ON1C(C)(C)CC(OC(=O)c2ccccc2)CC1(C)C | 78
COc1ccccc1N=c1oc2cc(O)ccc2cc1C(=O)NCC1CCCO1 (configuration not stated) | 76
CCCCOc1ccc(C(=O)O)cc1 | 106
CCOC(=O)CSc1nc2ccccc2c(=O)n1C1CCCC1 | 95

Later entries
SMILES | SK-BR-3 tox 24h
COc1ccc(C(=O)C(c2ccccc2)N2CCOCC2)cc1 (configuration not stated) | 84
CCN(CC)C(=O)Nc1cnc2ccccc2c1 | 120
CCN(C(=O)c1c(OC)cccc1OC)c1nnc(-c2cccnc2)s1 | 77
COc1cccc(-c2nnc3n2N=C(C(C)(C)C)CS3)c1 | 87
CCCCn1c(=N)n(CC(O)COc2ccccc2)c2ccccc21 (configuration not stated) | 72
O=C(Nn1cnnc1)C1Cc2ccccc2CN1S(=O)(=O)c1ccc(F)cc1 (configuration not stated) | 109
COc1ccc(CCn2nnnc2C(C(C)C)N2CCN(c3ncccn3)CC2)cc1OC (configuration not stated) | 87
Cc1ccc(N(CC(=O)Nc2ccc(F)c(Cl)c2)S(=O)(=O)c2c(C)noc2C)cc1 | 80
COCCN1C(=O)C(CC(=O)Nc2ccc(C(=O)O)cc2)SC1=Nc1ccccc1 (configuration not stated) | 70
Cc1nc(NC(C)C(=O)O)c2nc(C)oc2n1 (configuration not stated) | 100
COCCN1C=C(C(=O)OC)C(c2cc(Br)c(OC)c(OC)c2)C(C(=O)OC)=C1 | 107
COc1ccc(S(=O)(=O)Nc2cccc(Cl)c2)cc1OC | 86
CCOc1ccc2[nH]c(=O)c(CN(CCO)C(=O)c3ccc(Br)cc3)cc2c1 | 79
O=C(O)CSc1nnc(Cn2cnc3ccccc32)n1CCc1ccccc1 | 89
Cc1cc(C)cc(OCCCCCNCCO)c1 | 94
CCOC(=O)c1ccc(NCc2ccc3c(c2)OCO3)cc1 | 43*
OC(Cn1cncn1)c1ccc(Cl)cc1 (configuration not stated) | 93
CCN(CC)S(=O)(=O)c1ccc(Cl)c(C(=O)Nc2nncs2)c1 | 94
Cc1ccc2oc(-c3ccc(NC(=O)c4cccnc4)cc3)nc2c1 | 77
COC(=O)c1ccc(NC(=O)CSc2n[nH]c(-c3ccncc3)n2)cc1 | 98
CN(C)c1ccc(/C=N/n2ncc3ccccc32)cc1 | 85
COc1ccc(-c2nn(C)c(=O)c3ccccc23)cc1CNC(=O)CN1CCOCC1 | 93
COC1(OC)N=C(N)C2(C#N)C(c3cccc(Oc4ccccc4)c3)C12C#N (configuration not stated) | 74
CCOc1ccc(C(=O)NC2CCN(C(=O)NCc3ccccc3)CC2)cc1 | 68
COC(=O)c1ccc(NC2(C#N)C(=O)Nc3ccccc32)cc1 (configuration not stated) | 101
CCC(=O)N[C@@H]1CC(C(C)(C)NC(=O)CC)CC=C1C (some centres not stated) | 87
COc1cc(OC)cc(C(=O)N2CCC(N3CCCCCC3)CC2)c1 | 101
O=C(CSc1nnc(-c2cccnc2)n1Cc1ccco1)c1ccc(Br)cc1 | 88
Cc1cc(C)n(C(=O)CNC(=O)C2COc3ccccc3O2)n1 (configuration not stated) | 115
Cn1c(=N)c(S(=O)(=O)c2ccc(Cl)cc2)cc2c(=O)n3ccccc3nc21 | 100
O=C(CSc1nc(Nc2ccccc2)nc(N2CCOCC2)n1)N1CCc2ccccc21 | 87
CCc1nc(SCC(=O)N2CCN(C(=O)c3ccco3)CC2)c2c3c(sc2n1)CCCC3 | 88
CCc1nnc(SCc2ccc(OC(C)C)cc2)n1N | 95
Cc1cc(C(=O)Nc2nnc(C3CCCCC3)s2)no1 | 87
CCOC(=O)C(C)Oc1ccc(=O)n(-c2ccccc2)n1 (configuration not stated) | 93
CCn1nnnc1SCC(=O)c1ccc(NC(C)=O)cc1 | 88
COc1ccccc1C1/C(=C(\O)c2c(C)nc3c(C)cccn23)C(=O)C(=O)N1CCCN(C)C (configuration not stated) | 89
O=C(Nc1cccc(NS(=O)(=O)c2ccc(S(=O)(=O)NC3CC3)cc2)c1)c1ccccn1 | 83
COc1ccc(S(=O)(=O)Nc2ccccc2C(=O)NCc2ccco2)cc1 | 98
OCC(C#CCN1CCCCC1)NCc1ccccc1 (configuration not stated) | 84
COc1ccc2[nH]c(C(=O)O)c(NS(=O)(=O)c3ccc(Cl)s3)c2c1 | 94
Cc1[nH]c2ccc(F)cc2c(=O)c1SC(F)(F)C(F)C(F)(F)F (configuration not stated) | 82
CC(C)OC(=O)C1C2C=CC3(CN(CC4CCCO4)C(=O)C13)O2 (configuration not stated) | 97
CC(C)[C@H](NC(=O)NC1CCCc2ccccc21)C(=O)O (some centres not stated) | 95
Nc1nc(SCc2ccc(Cl)cc2)ns1 | 90

Among those listed so far, 2 have a tert-butyl group.
SMILES | SK-BR-3 tox 24h
CCOc1ccc(S(=O)(=O)N(C)CCO)cc1-c1nc2c(C(C)(C)C)nn(C)c2c(=O)[nH]1 | 115
COc1cccc(-c2nnc3n2N=C(C(C)(C)C)CS3)c1 | 87

Next results:
SMILES | SK-BR-3 tox 24h
Clc1ccccc1CN(Cc1ccccc1)c1ncnc2nc[nH]c12 | 93
COc1ccccc1N1CCN(C(=O)Cn2nc(C(F)(F)F)c3c2CCC3)CC1 | 92
CC(=O)N(Cc1cccs1)C1CCOC(C)(C)C1 (configuration not stated) | 93
COCCNC(=O)CN(c1ccc(C)cc1)S(=O)(=O)c1ccc(SC)cc1 | 114
NC(=O)N1c2ccccc2CC(=O)c2ccccc21 | 89
O=C1CC(N2CCN(c3ccc(Cl)c(Cl)c3)CC2)C(=O)N1 (configuration not stated) | 102
FC(F)(F)c1cccc(N2CCc3cn[nH]c32)c1 | 82
Cc1cc(C(=O)O)c(=O)[nH]c1C | 148
O=C(O)CNC(=O)c1ccccc1NC(=O)c1ccco1 | 90
CC(=O)Nc1ccc(S(=O)(=O)Nc2nc3ccccc3nc2N2CCCC2)cc1 | 75
COc1ccc(C(=O)N2CCN(S(=O)(=O)N3CCOCC3)CC2)cc1OC | 78
COc1ccc(NC(=O)N(CCO)Cc2cc3c(C)cc(C)cc3[nH]c2=O)cc1 | 64
Cc1cc(NC(=O)CSc2nnc(Cc3ccccc3)o2)no1 | 81
Cn1c(SCc2ccc(C#N)cc2)nnc1-c1cccc(Cl)c1 | 111
O=C(Nc1c(F)cc(F)cc1Br)c1cc2nc(C(F)F)cc(C(F)F)n2n1 | 91
CCN(CCO)Cc1cn[nH]c1-c1ccc(C)c(C)c1 | 98
COc1ccccc1NC(=O)c1ccc(NS(=O)(=O)c2c(C)noc2C)cc1 | 85
O=C(Cn1c(-c2ccco2)nc2ccccc21)N1CCCCC1 | 79
Cc1nc(Nc2nc(-c3ccccc3)cc(=O)[nH]2)nc2ccccc12 | 69
CC(=O)c1c(C)nc(-c2ccc(Cl)cc2)nc1NC(=O)C(C)C | 78
O=C(Nc1nccs1)c1ccc(Cl)c(S(=O)(=O)N2CCCCC2)c1 | 104
O=C(NC1CCCCC1)C(c1ccccc1)N1CCC2(CC1)OCCO2 (configuration not stated) | 92
COc1ccc(-n2c(Cc3cccs3)nnc2SCC(=O)Nc2ccc3c(c2)OCCO3)cc1 | 95
Cc1noc(C)c1C(=O)Nc1sc(C)c(-c2ccccc2)c1C#N | 92
Cc1ccccc1COc1ccc(/C(O)=C2/C(=O)C(=O)N(CCCn3ccnc3)C2c2ccco2)cc1 (configuration not stated) | 71
CSCC[C@H](NC(=O)NCCC1=CCCCC1)C(=O)O | 94
CC(=O)c1c(N2CCN(C(=O)C3CCCO3)CC2)nc(=S)n(-c2ccccc2)c1C (configuration not stated) | 97
O=C(CN(C(=O)c1ccc2c(c1)OCCO2)c1ccccc1)NCC1CCCO1 (configuration not stated) | 76
COc1ccc(-c2ccnc(SCC(=O)N3CCOCC3)n2)cc1 | 87
Cc1nc(CCNC(=O)c2ccccc2)cs1 | 91
COC1Cc2ccccc2N(C(=O)N2CCN(CCO)CC2)c2ccccc21 (configuration not stated) | 85
O=C(Nc1ccccc1C(=O)N1CCOCC1)c1cccc(S(=O)(=O)N2CCCC2)c1 | 69
CCCNS(=O)(=O)c1ccc(CCC(=O)NCc2ccco2)cc1 | 101
COC(=O)c1sccc1NC(=O)c1ccc(Br)o1 | 106
COc1ccc(-c2noc(Cc3cccs3)n2)cc1 | 91
CCN1CCC(C(=O)NC2CCCC2)(N(Cc2cccs2)C(=O)Cn2nnc3ccccc32)CC1 | 81
COC(=O)C1=C(N)Oc2cc(C)n(CCCn3ccnc3)c(=O)c2C1c1ccc(Cl)cc1 (configuration not stated) | 74
COc1cccc(OC)c1C(=O)Nc1ccc2c(c1)OCCO2 | 90
Cn1nnc2cc(C(=O)N3CCC(c4ccccc4)C3)ccc21 (configuration not stated) | 98
Nc1nnnn1/N=C/c1ccccn1 | 96
O=C(c1ccco1)N1CCN(CCOCCOc2cccc3ccccc23)CC1 | 83
Cc1onc(-c2ccccc2Cl)c1C(=O)Nc1c(C)n(C)n(-c2ccccc2)c1=O | 96
CCn1c(SCC(=O)Nc2ccc(S(=O)(=O)Nc3ccccn3)cc2)nnc1-c1ccncc1 | 93
Cc1ccc(Cn2ncc3c(N4CCOCC4)ncnc32)cc1 | 91
CC(C)C(=O)Nc1cc2c(cc1C(=O)c1ccccc1)OCCO2 | 74
Nc1nncn1C(=O)c1cc(Br)ccc1Cl | 90
Cc1cc(C)n(CC(=O)O)n1 | 86
CCOc1ccc(N2CCCCn3c2nc2c3c(=O)[nH]c(=O)n2C)cc1 | 86
CCOC(=O)N1CCN(C(=O)CNS(=O)(=O)c2cccs2)CC1 | 114
O=C(CCN1CCN(c2ccccc2)CC1)Nc1ccc2c(c1)OCO2 | 90
Cc1cc(-c2nsc(=O)o2)c(S(C)(=O)=O)s1 | 85
NC[C@@]12CCCC1C1CCC2C1 (some centres not stated) | 99
C=CCn1c(N)c(C(=O)NCc2ccco2)sc1=S | 102
Cc1ccc2c(c1)C1(C(=O)N2C)N2CC3(C)CN1CC(C)(C2)C3=O (configuration not stated) | 96
CCc1nnc(NC(=O)c2ccc(COc3ccccc3)o2)s1 | 89
COC(=O)c1sccc1NC(=O)c1csc2c1CCCC2 | 99
O=C(Nc1ccc(-c2nnc(-c3ccccc3)o2)cc1)c1ccc(Br)o1 | 96
COc1ccc(N(CC(=O)NC(C)(C)C)S(=O)(=O)c2ccccc2)cc1OC | 86

Screening data deposited in PubChem by SRMLSC.
